XBP1 UPR activ: activators of adaptive arm of unfolded protein response (XBP1) | activation, % at 20 µM | 330,000 compounds, 0.33% hits | CHO-XBP1 luciferase reporter, IRE1-XBP1 UPR activation, luminescence; percent of tunicamycin response, DMSO as zero;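 active means versus positive control, 20 µM dose yields 30% or more activation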;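 further: 100% = tunicamycin at 10 µg/mL and 0% = DMSO only wells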
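Signal: luciferase luminescence; Assay system: CHO-XBP1 luciferase reporter cells; Amount: one thousand reporter cells per well; Dosing: 20 µM single concentration, DMSO 1%; Benchmarks: high control tunicamycin 10 µg/mL final, low control DMSO vehicle only; Schedule: 6 h compound exposure at 37 °C, 5% CO2; Evaluation: percent activation relative to tunicamycin reference.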
TIM10 inh: TIM10 yeast growth inhibition | 330,000 compounds, 1.4% hits | inhibition, % at 10 µM | S. cerevisiae TIM10 strain growth, BacTiter-Glo luminescence, 24 h;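 active means inhibition of 40% or more at the single tested concentration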;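 further: wild-type TIM10 isogenic control strain grown at permissive 25 °C; 0% = DMSO yeast wells and 100% = minimal medium wells without yeast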
Mdm2-MdmX inh: inhibitors of human Mdm2/MdmX interaction | 330,000 compounds, 3% hits | SaOS-2 split-luciferase Mdm2/MdmX complementation, luminescence | inhibition, % at 8 µM | AID 485346 | O15151+Q00987;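 active means inhibition of at least 50% at 8 µM in the primary screen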
Target sequence (O15151 whole entry, looked up): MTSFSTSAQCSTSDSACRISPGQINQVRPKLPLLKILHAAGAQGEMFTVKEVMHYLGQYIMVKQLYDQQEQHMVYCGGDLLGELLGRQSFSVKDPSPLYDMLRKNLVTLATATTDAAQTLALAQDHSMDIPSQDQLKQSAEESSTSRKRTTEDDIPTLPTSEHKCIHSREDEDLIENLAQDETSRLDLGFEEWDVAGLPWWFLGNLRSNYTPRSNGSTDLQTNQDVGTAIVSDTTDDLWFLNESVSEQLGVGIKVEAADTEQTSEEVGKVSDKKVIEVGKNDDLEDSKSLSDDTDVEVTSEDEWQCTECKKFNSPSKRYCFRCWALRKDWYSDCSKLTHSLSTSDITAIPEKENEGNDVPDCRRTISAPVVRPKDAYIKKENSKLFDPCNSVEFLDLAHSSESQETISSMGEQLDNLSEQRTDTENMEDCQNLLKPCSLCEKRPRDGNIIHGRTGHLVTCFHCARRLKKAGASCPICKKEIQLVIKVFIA
Target sequence (Q00987 whole entry, looked up): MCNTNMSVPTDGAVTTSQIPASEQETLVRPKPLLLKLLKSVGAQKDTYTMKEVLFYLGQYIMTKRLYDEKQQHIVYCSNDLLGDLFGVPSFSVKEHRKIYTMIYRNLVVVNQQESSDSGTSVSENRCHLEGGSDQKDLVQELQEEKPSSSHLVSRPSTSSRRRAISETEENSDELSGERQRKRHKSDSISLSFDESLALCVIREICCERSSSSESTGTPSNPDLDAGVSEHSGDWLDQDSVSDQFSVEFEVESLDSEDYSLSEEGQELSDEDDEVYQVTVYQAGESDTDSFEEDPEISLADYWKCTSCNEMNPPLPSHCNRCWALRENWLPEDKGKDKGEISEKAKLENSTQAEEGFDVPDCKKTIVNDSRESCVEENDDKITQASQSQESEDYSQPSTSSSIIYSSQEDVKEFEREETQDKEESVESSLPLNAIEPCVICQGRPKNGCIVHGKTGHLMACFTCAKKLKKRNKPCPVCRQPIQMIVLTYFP
GRIN3A LBD mod: NR3A (human) ligand-binding domain modulation. NR3A LBD differential scanning fluorimetry, Tm shift; 0% = protein alone, 100% = glycine-bound protein. Tm shift relative to glycine control, % at 25 µM. 340,000 compounds, 2.5% hits;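 active means melting temperature shift of at least 10% of the positive control shift, at one fixed dose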
CHOP UPR activ: activators of apoptotic arm of unfolded protein response (CHOP); CHO-CHOP luciferase reporter, UPR activation, luminescence; percent of tunicamycin response over DMSO baseline; activation, % at 10 µM; 330,000 compounds, 0.34% hits; AID 449763;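 active means at 10 µM dose, activation of 40% or more, normalized to positive control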;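 further: 100% = tunicamycin at 10 µg/mL and 0% = DMSO alone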
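Test system: CHO CHOP reporter cells. Input: 500 CHO-CHOP cells per well. Medium: F12 with 10% FBS. Technique: luciferase luminescence. Measure: percent activation relative to tunicamycin control. Dosing: 10 µM compound, 0.5% DMSO. Timing: 16-18 h cell attachment, then 6 h compound exposure, 37 °C.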
tim10-1 inh: growth inhibitors of tim10-1 mutant yeast. inhibition, % at 20 µM. 330,000 compounds, 2.2% hits. S. cerevisiae tim10-1 ts strain growth, BacTiter-Glo, 24 h. AID 463190;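 active means inhibition of at least 40%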;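 further: mutant grown at 25 °C; 0% = DMSO wells with yeast and 100% = wells holding no yeast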
APJ ag: APJ receptor agonism. P35414. CHO-K1 APJ PathHunter beta-arrestin, luminescence; 0% DMSO wells, 100% apelin. activation, % at 20 µM. 330,000 compounds, 0.11% hits;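 active means activation more than six SD over the plate average, tested at 20 µM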;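 further: 0% = DMSO alone and 100% = apelin-13 at 10 nM; some results filed as inactive read as strong as hits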
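Test system – PathHunter CHO-K1 APJ (AGTRL-1) beta-arrestin reporter cells · Input – 1000 cells/well · Compound – single test compound dose, 20 µM final, 1% DMSO · Times – compound stimulation 90 min at 25 °C, detection 60 min · Technique – beta-gal luminescence · Read-out basis – APJ–arrestin association signal · Control set – negative DMSO alone, positive Apelin-13 at 10 nM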
NLRP3 yeast inh: NALP3 inhibition in yeast. AID 2825. Yeast reconstituted NLRP3/ASC/caspase-1, beta-gal luminescence, 24 h. 330,000 compounds, 0.39% hits. inhibition, % at 10 µM;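 active means inhibition of 50% or more; inactive means inhibition below 50%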;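 further: plate controls were induced DMSO wells for no effect and uninduced yeast grown without galactose for full effect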
tim23-1 inh: growth inhibitors of tim23-1 mutant yeast; S. cerevisiae tim23-1 growth, BacTiter-Glo luminescence, 24 h; 330,000 compounds, 1.3% hits; AID 463212; inhibition, % at 20 µM;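 active means growth inhibition of the mutant yeast at or above 50%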;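 further: temperature-sensitive mutant grown at 25 °C; plate controls were DMSO-treated mutant yeast for no effect and medium wells lacking yeast for full effect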
Numbers without * were called inactive; . = no result given.

SMILES	XBP1 UPR activ	TIM10 inh	Mdm2-MdmX inh	GRIN3A LBD mod	CHOP UPR activ	tim10-1 inh	APJ ag	NLRP3 yeast inh	tim23-1 inh
O=[N+]([O-])c1cccc(S(=O)(=O)N2CCC(c3nc(-c4ccncc4)no3)CC2)c1	-5	14	-32	6	1.1	28	0	7	10
O=C(c1ccc2c(=O)n(C3CCCC3)c(=S)[nH]c2c1)N1CCc2ccccc21	-2	25	11	-3	-1.7	8	-6	14	21
COc1ccc(C(CNS(=O)(=O)c2ccc(NC(C)=O)c(OC)c2)N2CCCC2)cc1 (stereo unspecified)	-1	3	-28	-1	-0.1	-9	-3	20	0
COc1ccccc1/C=N/Nc1nccnc1Cl	1	-9	0	-1	1.3	16	2	17	20
COc1ccc(S(=O)(=O)NCc2cc(=O)n(C)c(=O)n2C)cc1C	-6	-2	18	0	3.7	2	-4	0	-4
O=C(Nc1cccc(C(=O)O)c1)/C(=C\c1ccco1)NC(=O)c1ccccc1	2	11	-5	2	1.0	1	0	7	4
COC(=O)c1ccccc1NS(=O)(=O)c1ccc(O)c(C(=O)O)c1	-2	6	13	-5	1.2	-3	-1	11	-3
CCOC(=O)N1CCN(Cc2c(F)cccc2F)CC1	-4	-7	19	0	-2.2	0	-2	0	2
COC(=O)c1cccc(NC(=O)Nc2ccc(Cl)cc2Cl)c1	2	0	19	7	3.1	-8	-4	33	4
O=C(O)C(=O)/C(=C\c1ccccc1)c1ccc2ccccc2n1	-2	16	-125	-1	6.9	-9	-1	3	-10
CCCCOc1ccc(N=Cc2ccc[nH]2)cc1	-5	-8	15	-429	0.2	-6	0	12	5
N#C/C(=C\c1ccc(C#N)cc1)C(=O)N1CCCC1	-4	50*	22	.	0.0	38	3	-2	47
CCOC(=O)CSc1nnc(CSc2nc3ccccc3s2)n1C	2	-5	-8	1	0.0	12	-3	17	-1
Cc1ccc(-c2cc(C(F)(F)F)n3nc(C(=O)N4CCN5CCCC5C4)cc3n2)cc1 (stereo unspecified)	-2	-11	14	-2	1.2	-4	-1	22	21
CN1CCN(C(=O)CCN2C(=O)/C(=C/c3ccccc3Cl)SC2=S)CC1	-3	44*	39	1	2.3	44*	-2	13	40
CC1CCCCN1C(=O)COC(=O)Cc1c[nH]c2ccccc12 (stereo unspecified)	-1	2	-12	3	0.4	5	-3	17	1
Cc1ccc(C(=O)NCCc2cccc(Cl)c2)cc1[N+](=O)[O-]	3	31	-20	-5	3.5	15	-4	29	28
O=S(=O)(c1ccc(C2=CSC3=NCCN23)cc1)N1CCOCC1	-1	-16	24	-5	-1.9	-11	0	2	-12
C[C@@H]1CN([C@@H](C)CO)C(=O)c2cccc(NC(=O)Nc3ccccc3)c2O[C@H]1CN(C)C(=O)Nc1cccc2ccccc12	-2	6	-21	1	-1.5	15	-1	24	15
CCC1(C)NC(=O)N(CC(=O)N2N=C(c3ccccc3)CC2c2ccc(OC)cc2)C1=O (stereo unspecified)	-1	12	9	-4	5.0	22	-3	15	5

Continued (two carried over from the part before).
SMILES	XBP1 UPR activ	TIM10 inh	Mdm2-MdmX inh	GRIN3A LBD mod	CHOP UPR activ	tim10-1 inh	APJ ag	NLRP3 yeast inh	tim23-1 inh
C[C@@H]1CN([C@@H](C)CO)C(=O)c2cccc(NC(=O)Nc3ccccc3)c2O[C@H]1CN(C)C(=O)Nc1cccc2ccccc12	-2	6	-21	1	-1.5	15	-1	24	15
CCC1(C)NC(=O)N(CC(=O)N2N=C(c3ccccc3)CC2c2ccc(OC)cc2)C1=O (stereo unspecified)	-1	12	9	-4	5.0	22	-3	15	5
CC(C)OC(=O)c1nnn(-c2nonc2N)c1CSc1ccccn1	-7	-15	19	-1	0.1	13	-2	-8	29
CC(=O)Nc1ccc(NC(=O)C2CCCN2C(=O)Nc2ccc(F)cc2)cc1 (stereo unspecified)	-2	13	-17	-2	1.1	-15	-2	1	0
O=C1c2cccnc2C(=O)N1Cc1ccc(S(=O)(=O)N2CCOc3ccc(Cl)cc32)cc1	-4	18	-1	-7	-1.4	39	-1	4	16
Cc1ccc(NC(=O)CN(C)C(=O)c2sc3cc(Cl)ccc3c2Cl)cc1	0	4	37	-9	1.2	5	-1	7	15
CCCCCCn1c(CN2CCN(C(=O)c3ccco3)CC2)nc2c1c(=O)n(C)c(=O)n2C	-3	30	-32	-1	1.2	24	-3	15	26
O=C(O)c1ccc(-c2noc(-c3cccc(F)c3)n2)cc1	3	1	-22	0	1.6	2	-3	23	3
Cn1nc([N+](=O)[O-])nc1Oc1ccccc1N	0	15	16	1	1.7	18	0	6	6
CN(C)CCn1c(NCc2ccc3c(c2)OCO3)nc2ccccc21	-1	6	21	0	3.0	-13	-1	12	-29
COCCNC(=O)c1cc(-c2ccccc2)nn1CC1CC(c2cccnc2)=NO1 (stereo unspecified)	0	-1	9	3	-1.2	4	4	12	13
CC[n+]1c(-c2ccc(C)cc2)csc1Nc1c(C)n(C)n(-c2ccccc2)c1=O	-3	0	16	2	-0.6	24	-1	15	30
COC(=O)c1cc(S(=O)(=O)NC2CCN(Cc3ccccc3)CC2)cn1C	-4	-3	19	0	2.4	-14	-1	11	-10
COc1ccc(Oc2cccc(Cl)c2CNC(=O)CCCC(=O)O)cc1	-1	-21	7	0	-2.0	-10	-3	19	-9
CCC(C(=O)OCC(=O)N1CCN(c2ccc(OC)cc2)CC1)c1ccccc1 (stereo unspecified)	3	16	2	-1	-1.7	32	0	27	23
O=C(CCNS(=O)(=O)c1ccccc1F)N1CCN(C/C=C/c2ccccc2)CC1	-2	-1	-14	1	0.5	2	6	17	9
CCc1nn2c(N(C)CCO)cc(C)nc2c1-c1ccc(F)cc1	-1	4	8	0	0.3	31	-2	6	42
CC(=O)NCC12CC3CC(C1)CC(C(=O)O)(C3)C2	1	-9	0	0	-0.6	9	-4	21	-4
CN(C)c1nn(C(=O)Nc2cccc(C(F)(F)F)c2)cc1-c1ccccc1	-1	0	2	-3	-1.0	23	-4	-8	14
O=C(NN=Cc1ccccc1Cl)c1ccc(-n2cnnn2)cc1	-1	9	17	1	0.0	-18	-2	3	9
Clc1ccc(CNc2cnccn2)cc1	-1	6	8	-1	0.0	8	-3	6	10
Nc1ccc2c(C(F)(F)F)cc(C(F)(F)F)nc2n1	-2	5	12	-1	1.6	0	-2	11	-1
COC(=O)CCN(C(=O)c1ccc(N2CCCC2)c([N+](=O)[O-])c1)c1ccccn1	1	-10	5	-1	0.0	11	-3	22	20
O=C(CC1SC(=NCC2CCCO2)NC1=O)Nc1cccc2ccccc12 (stereo unspecified)	-2	-15	6	1	-1.0	17	-2	9	3
CCC(=O)Nc1ccccc1C(=O)NC1CCCCC1	-2	-7	11	-1	0.2	2	-1	8	23
CC(=O)c1ccc(NC(=O)C2(c3ccccc3)CC2(Cl)Cl)cc1 (stereo unspecified)	1	25	-24	-2	5.8	25	-2	16	23
Cc1ccc([N+](=O)[O-])c(OCCN2CCc3ccccc3C2)c1	-1	-24	-3	1	2.4	-21	-5	33	20
Cc1ccc(SCc2c(C#N)c3ccccc3n2C)cc1	1	-8	-7	-13	0.4	27	-6	15	25
CCC(=O)Nc1cc(C)c(NC(=O)c2ccco2)cn1	0	5	4	3	-1.7	3	-2	31	11
COc1ccc(CCNC(=O)c2ccco2)cc1OC	1	8	20	-2	-0.9	4	-3	8	1
CCOC(=O)c1[nH]c(C)c(C(=O)NCC2CCCO2)c1C (stereo unspecified)	-4	0	12	-1	-2.0	-21	-1	11	4
CC(C)c1cc(=O)n2[nH]c(SCc3ccc(Cl)cc3)nc2n1	-2	-12	22	3	1.3	10	-3	8	12
CC1(C)CC(=O)C(N=Nc2c(F)cccc2F)=C(O)C1	1	-8	34	-1	3.9	-12	-5	10	9
NC(=O)CC(NC(=O)Cc1ccc(Cl)cc1)c1ccc(NC2CCCCCC2)c([N+](=O)[O-])c1 (stereo unspecified)	-1	-2	5	-10	-2.8	9	-5	16	8
Nc1cc([N+](=O)[O-])cc2oc(-c3ccccc3)cc12	10	7	-31	6	6.5	27	-4	43	54*
C=CC[N+](C)(C)CC(=O)OCc1ccccc1	-1	10	4	-4	-0.4	5	-1	-12	-3
Cc1ccc(C2C(C(=O)c3ccco3)=C(O)C(=O)N2c2ncccn2)cc1 (stereo unspecified)	-6	5	-11	0	0.5	5	-1	7	-4
CC(C)(C)C1CCC(CN2C(Nc3ccccc3)=NC[C@@H]2Cc2ccccc2)CC1 (stereo partly specified)	13	49*	100*	-2	-1.8	25	0	36	47
CN1CCC(N(C)S(=O)(=O)c2ccc(NC(=O)COc3ccc(Cl)cc3)cc2)CC1	1	3	31	2	-2.9	0	-1	-4	-5
CCOC(=O)C1Cn2c(nc3c(c2=O)C(C)(CC)Cc2ccccc2-3)S1 (stereo unspecified)	-2	23	21	4	0.9	41*	-5	6	22
C=CCNC(=S)Nc1cc(S(=O)(=O)N2CCOCC2)ccc1-n1cncn1	-1	4	-26	2	0.9	4	0	14	15
CCc1nnc(NC(=O)CCC(=O)N2CCN(C3CCCCC3)CC2)s1	0	-3	8	0	-0.8	-3	-3	14	-6
CCOc1ccc(N2CC(C(=O)NCCN3C(=O)S/C(=C/c4cccnc4)C3=O)CC2=O)cc1 (stereo unspecified)	2	9	-1	0	0.1	15	-3	-5	2
Nc1nc(NCC(=O)O)nc(N2CCCCCC2)c1[N+](=O)[O-]	2	13	-23	0	3.2	-12	-4	7	14
CO/N=C/c1ccc(N2CCN(C(=O)c3ccc(C)cc3)CC2)c([N+](=O)[O-])c1	1	15	11	0	-0.5	34	-1	35	35
Cc1cccc(CN2CCC(C(=O)Nc3ccc(-n4nc(C)cc4C)cc3)CC2)n1	-7	0	15	1	-0.4	1	0	14	-3
COCCn1c(N2CCCC2)nc2c1c(=O)[nH]c(=O)n2C	-2	-11	-13	0	1.8	-2	-2	7	1
O=C(Nc1ccc2c(c1)Cc1ccccc1-2)c1ccccc1F	0	-4	-79	-3	3.5	-7	-1	8	9
C=CCOCCN(CCOCC=C)C1=NS(=O)(=O)c2ccccc21	-2	-4	9	1	-1.4	-1	-2	15	14
COc1ccccc1NC(=O)CCC(=O)Nc1ccccc1OC	-2	3	3	-1	-0.1	6	-2	6	5
CCCCCc1nc2c(c(=O)c3ccccc3n2C)c(=O)n1Cc1ccc(OC)cc1	9	24	51*	-1	7.8	10	2	8	17
Cc1[nH]c2ccccc2c1C(=O)CSc1nc2ccccc2c(=O)n1CCCN1CCOCC1	8	8	59*	-4	5.5	17	-1	10	8

An excerpt of these results, bar-delimited:
smiles | XBP1 UPR activ | TIM10 inh | Mdm2-MdmX inh | GRIN3A LBD mod | CHOP UPR activ | tim10-1 inh | APJ ag | NLRP3 yeast inh | tim23-1 inh
COC(=O)c1cc(S(=O)(=O)NC2CCN(Cc3ccccc3)CC2)cn1C | -4 | -3 | 19 | 0 | 2.4 | -14 | -1 | 11 | -10
COc1ccc(Oc2cccc(Cl)c2CNC(=O)CCCC(=O)O)cc1 | -1 | -21 | 7 | 0 | -2.0 | -10 | -3 | 19 | -9
CCC(C(=O)OCC(=O)N1CCN(c2ccc(OC)cc2)CC1)c1ccccc1 (stereo unspecified) | 3 | 16 | 2 | -1 | -1.7 | 32 | 0 | 27 | 23
